PI5P4Ka inh: inhibitors of human PI5P4K alpha; P48426; PI5P4Kalpha enzyme, ADP-Glo luminescence, 60 min; active compounds read low; max response, %; hit rate 1.2% among 330,000; active = max response of -50% or lower; inconclusive = between -30% and -50%; inactive = -30% or higher; note: value at the top dose of about 77 µM; % is set by controls: 0 for no effect and ±100 for the full control effect
Target sequence (P48426 whole entry, looked up): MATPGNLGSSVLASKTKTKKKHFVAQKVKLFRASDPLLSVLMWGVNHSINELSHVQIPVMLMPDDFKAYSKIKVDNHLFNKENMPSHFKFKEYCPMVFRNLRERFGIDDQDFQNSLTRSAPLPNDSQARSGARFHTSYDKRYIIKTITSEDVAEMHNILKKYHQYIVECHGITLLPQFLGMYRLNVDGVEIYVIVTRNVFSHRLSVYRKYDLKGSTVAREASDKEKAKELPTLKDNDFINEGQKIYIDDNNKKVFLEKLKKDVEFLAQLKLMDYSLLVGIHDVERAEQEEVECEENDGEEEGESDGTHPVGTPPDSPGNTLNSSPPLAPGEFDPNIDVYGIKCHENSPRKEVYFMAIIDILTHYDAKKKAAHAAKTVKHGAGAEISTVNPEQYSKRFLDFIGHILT
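ADP-Glo luminescence end-point after a 60 min room-temperature kinase reaction. PI5P4Kalpha and substrate in HEPES pH 7.4 buffer with EGTA, 0.1% CHAPS and 5% DMSO; ATP at 5 microM final.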
Abeta yeast res: restores growth of yeast expressing A-beta42 peptide. yeast expressing A-beta42, growth rescue, OD600, 48 h; response scale: 0% DMSO, 100% iron-clioquinol control. Potency, µM (doses to about 46.1 µM), for the others: at the highest dose growth rescue, hits mostly activators. hit rate 0.063% among 410,000; note: potency is the fitted concentration of half-maximal effect; nearly all actives have a fitted effect of over 55% in size
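Yeast growth medium received pinned compounds, then yeast cells expressing toxic A-beta were added; plates incubated at 30 C for 48 hr. Growth read as absorbance at 600 nm, normalized to DMSO and equimolar FeCl3 plus clioquinol controls.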
EPAC1 antag: EPAC1 (human) antagonism | O95398 | EPAC1 GEF assay, Rap1b-BODIPY-GDP exchange fluorescence | Potency, µM (series often up to 115 µM), for inactives: at the highest dose activity change, negative = inhibition, usual class: inhibitors | hit rate 0.14% among 360,000;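 note: potency is the fitted concentration of half-maximal effect; plate controls were vehicle for no effect and positive control for full effect; nearly all actives have a fitted effect of over 50% in size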
FUS yeast rescue: rescues growth of FUS-expressing yeast; S. cerevisiae FUS-expressing, growth rescue, OD600, 24 h; hit rate 0.24% among 390,000; Potency, µM (highest dose often 76.6 µM), inactives show at the highest dose growth rescue (activation), usual class: activators;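 note: potency is the fitted concentration of half-maximal effect; plate controls were DMSO vehicle for no effect and reference control for full effect; nearly all actives have a fitted effect of over 55% in size; some results filed as inactive show a strong effect at the top dose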
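Yeast expressing FUS under galactose induction, OD 0.005 in 2% galactose medium; compounds in a dilution series, 24 h at 30C. Growth rescue by absorbance at 600 nm; CP55940 positive control, DMSO negative.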
IL-2 act: IL-2 activation | IL-2 activation reporter assay, cell-based qHTS; stimulated with anti-CD3/CD4/CD28 beads; in transgenic mouse T cells | activation, % (series mostly up to about 46 µM) | hit rate 0.065% among 360,000; in the data active = activation above about 50%; inconclusive = mostly about 30% to 49%; note: 0% is about no effect
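Quantitative HTS in unstimulated transgenic mouse T cells, with memory T cells as non-tolerant control and PMA/ionomycin as tolerance-bypass control. Compound pretreatment lasted 60 minutes before 18 h bead stimulation; EGFP/DsRed fluorescence read.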
PLK1 PBD block: inhibitors of human PLK1 polo-box domain binding; hit rate 2.8% among 360,000; P53350; Potency, µM, without a hit: max response, negative = inhibition, actives largely listed as inhibitors; AID 720504; Plk1 PBD binding of FITC phosphopeptide, fluorescence polarization; note: potency is the fitted concentration of half-maximal effect; series mostly up to about 57 µM; % is set by controls: 0 for no effect and ±100 for the full control effect; nearly all actives have a fitted effect of over 65% in size
Target sequence (P53350 whole entry, looked up, the tested form may be a part): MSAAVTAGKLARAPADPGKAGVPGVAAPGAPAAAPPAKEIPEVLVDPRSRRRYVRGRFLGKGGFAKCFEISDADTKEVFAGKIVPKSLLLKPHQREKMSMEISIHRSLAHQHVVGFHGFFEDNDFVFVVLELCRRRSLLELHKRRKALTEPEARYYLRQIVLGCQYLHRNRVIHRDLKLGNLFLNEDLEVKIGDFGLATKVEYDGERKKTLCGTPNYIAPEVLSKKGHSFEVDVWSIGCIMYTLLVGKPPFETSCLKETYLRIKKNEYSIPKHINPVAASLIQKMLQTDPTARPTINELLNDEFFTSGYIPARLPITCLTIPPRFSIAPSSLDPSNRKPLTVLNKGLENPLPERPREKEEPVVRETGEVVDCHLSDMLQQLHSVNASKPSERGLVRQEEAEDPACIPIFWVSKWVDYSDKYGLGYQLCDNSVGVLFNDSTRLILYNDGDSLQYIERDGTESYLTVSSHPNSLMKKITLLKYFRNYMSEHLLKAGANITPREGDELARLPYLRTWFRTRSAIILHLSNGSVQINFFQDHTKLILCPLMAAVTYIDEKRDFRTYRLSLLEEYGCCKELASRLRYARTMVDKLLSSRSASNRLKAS
WRN inhibitor: blocks human WRN helicase. hit rate 0.46% among 360,000. WRN helicase unwinding, fluorescent forked duplex, kinetic. Potency, µM (doses to about 114 µM), inactives show top-dose activity change, negative = inhibition, actives largely listed as inhibitors. Q14191. AID 651768; note: potency is the fitted concentration of half-maximal effect; % is set by controls: 0 for no effect and ±100 for the full control effect; nearly all actives have a fitted effect of over 55% in size
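WRN at 20 nM final preincubated with compound 15 min at room temperature; reaction started with 100 nM fluorophore/quencher forked duplex oligonucleotide and 2 mM ATP final. Unwinding followed kinetically by red fluorescence (ex 525, em 598 nm).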
EPAC1 agonist: agonists of human EPAC1 | Potency, µM (titrated, usually from 154 µM), without a hit: at the highest dose activation, actives largely listed as activators | EPAC1 agonist qHTS, biochemical assay; response scale: 100% = response to 6.5 mM cAMP | hit rate 0.073% among 360,000; note: potency is the fitted concentration of half-maximal effect; nearly all actives have a fitted effect of over 60% in size
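Normalized to 6.5 mM cAMP, activity reflects EPAC1-catalysed release of BODIPY-GDP from Rap1B, followed kinetically over 30 min at 480 nm excitation, 540 nm emission. Reaction contained 100 nM EPAC1, 250 nM Rap1B-BODIPY-GDP, 50 uM GDP.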
* hit, by the source's call; ? = inconclusive; · = no result given; & = joins results of further samples; [ ] = dose if it differs, or a comment. Unless noted, calls come from the whole dose curve; as a rule, active = well fitted curve in the direction sought with a large enough effect; inconclusive = small, poorly fitted or top-dose-only effect, or another doubt; inactive = no such curve, though single readings can be large; an effect the other way counts as inactive or inconclusive.

SMILES	PI5P4Ka inh	Abeta yeast res	EPAC1 antag	FUS yeast rescue	IL-2 act	PLK1 PBD block	WRN inhibitor	EPAC1 agonist
O=C(O)c1cnn2c(-c3ccccc3)ccnc12	-2	0%	4%	-2%	-1.8	-16%	1%	9%
O=C(Nc1ccc(NC(=O)C2CC2)cc1)c1cccs1	1	-10%	-12%	13%	-1.6	-4%	0%	-15%
COC(=O)N1C(=O)[C@](c2ccccc2)(C2CCCC2)N1C(=O)OC	0	5%	-12%	8%	0.1	?	3%	3%
O=C(CN1C(=O)NC2(CCCC2)C1=O)NNC(=O)c1ccc(Br)cc1	-6	9%	-16%	·	0.5	-1%	5%	-16%
Cc1nn(Cc2ccc(Cl)c(Cl)c2)c(C)c1NC(=O)c1cc(CC(C)C)on1	8	32%	-13%	11%	-3.5	7%	-8%	-9%
O=C(Nc1nnc(S(=O)(=O)N2CCCCCC2)s1)c1ccccc1Cl	-9	-2%&-1%	-8%	10%&-2%	-0.8	-10%	-6%	-3%
CCCCc1ncc(CN2CCC(n3nccc3NC(=O)c3ccccc3OC)CC2)[nH]1	-19	10%	-5%	-4%	-1.2	24µM*	4%	-6%
O=C(CSc1nnnn1-c1ccc(F)cc1)Nc1ccccc1F	2	-8%	-7%	15%	-0.4	-7%	-36%	4%
CCOc1ccccc1OCC(=O)OCC(=O)NNC(=O)c1ccc([N+](=O)[O-])cc1	-5	-3%	-1%	·	-2.4	4%	-21%	-1%
CC(C)(C)c1cc2nc(NCCc3ccc(S(N)(=O)=O)cc3)ccn2n1	-1	-9%	-24%	5%	-0.4	-12%	-6%	-9%
O=C(CCCn1c(SCc2cc(=O)n3ccccc3n2)nc2ccccc2c1=O)NCC1CCCO1 (centres undefined)	2	-23%	-16%	12%	-0.1	-12%	-2%	-6%
COc1ccc(/C=N/NC(=O)c2ccc(NC(=O)c3cccc([N+](=O)[O-])c3)cc2)c(OC)c1	-11	-6%	-8%	28%	-0.6	-9%	-1%[57.1 µM]	3%
O=[N+]([O-])c1c(NCCO)cc(N2CCCCC2)c2nonc12	5	-2%	2%	3%	2.9	-3%	-10%[57.1 µM]	3%
Cc1noc(C)c1S(=O)(=O)N1CCCC(C(=O)Nc2cccnc2)C1 (centres undefined)	-4	6%	-7%	4%	-0.1	4%	1%	0%
CC(C(=O)N1CCCc2ccccc21)N1CCN(S(=O)(=O)c2ccccc2F)CC1 (centres undefined)	2	27%	0%	6%	-2.6	-14%	5%	0%
COc1ccccc1NC(=O)Cc1noc(CSc2nnc(C)s2)n1	·	?	5%	22%	-2.6	0%	5%	-2%
Cc1cccc(COc2ccccc2C(=O)N(C)CC(=O)Nc2cccc(F)c2)c1	6	3%	1%	25%	0.2	12%	-5%	-5%
Cc1ccc(C(=O)NC2CCN(CC(=O)Nc3c(C)cc(C)cc3C)CC2)cc1	-3	7%	-11%	20%	-0.2	9%	10%	1%
COc1ccc(-c2nc(CS(=O)CC(=O)NC3CCCCC3)c(C)o2)cc1OC (centres undefined)	0	-4%	5%	2%	-4.4	-13%	-5%	-5%
CC(=O)c1cccc(NC(=O)COC(=O)COc2ccc(Cl)cc2)c1	-9	-22%	-27%	12%	-3.6	-7%	-3%	-17%
COc1ccc(CC(=O)NC2=NCCS2)cc1	3	25%	5%	-5%	-0.5	-3%	-2%	1%
Cc1ccc(S(=O)(=O)N2CCN(CC(=O)NC3CCCc4ccccc43)CC2)c(C)c1 (centres undefined)	·	19%	5%	48%	-1.9	-6%	-10%	14%
NNC(=O)c1ccc(Oc2cc(Cl)cc(Cl)c2)o1	6	0%	1%	19%	-0.4	1%	-10%	7%
O=C(Nc1cnccn1)c1cccnc1	·	-4%	-1%	18%	-1.8	-8%	10%	13%
CCN(CC)S(=O)(=O)c1ccc(Oc2ccccc2)cc1	·	-6%	0%	28%	-1.0	-11%	-12%	21%
O=C(CSc1nnc(-c2ccc(S(=O)(=O)N3CCCC3)cc2)n1CC1CCCO1)NC1CC1 (centres undefined)	1	0%	-8%	0%	4.3	-5%	-2%	-2%
O=C(O)CC1CC(O)CCC1=O (centres undefined)	0	-13%	-17%	-18%	-0.4	-9%	5%	5%
CCN(C(=O)COC(=O)C1CCC(C(C)(C)C)CC1)c1c(N)n(Cc2ccccc2)c(=O)[nH]c1=O (centres undefined)	1	-3%	-16%	8%	-1.0	-8%	3%	-2%
NC(=O)C1CCN(C(=O)CSc2nc3ccccc3s2)CC1	2	-13%	1%	6%	-3.3	?	6%	5%
COCC(=O)N(Cc1nc2sc(C)c(C)c2c(=O)[nH]1)C1CCCCC1	-4	16%	0%	-6%	0.5	-11%	4%	-3%
Cc1c(C(=O)NCCS(=O)(=O)N2CCN(c3ccccc3F)CC2)cccc1[N+](=O)[O-]	3	19%	-1%	16%	-2.2	4%	-5%[57.1 µM]	6%
Cc1ccc(C(=O)CC(=O)COc2ccc(Cl)cc2C)cc1	18	-34%	10%	-11%	-3.5	-5%	-6%	-1%
CC(=O)Nc1nc(-c2ccccc2)cc(-c2ccco2)c1C#N	1	2%	-10%	5%	1.1	2%	2%	-1%
CCCCC(=O)NC1(C(F)(F)F)C(=O)N(CC(C)C)C2=C1C(=O)CC(C)(C)C2 (centres undefined)	·	9%	7%	17%	0.0	1%	2%	-5%
O=C(NC(=O)N1CCCCCC1)c1ccc(Cl)cc1	1	-12%	-9%	7%	-1.7	-4%	1%	10%
O=C(Nc1ccc(N2CCOCC2)cc1)Nc1cnsn1	-24	5%	0%	14%	-0.9	?	-6%	6%
COc1cccc(OCC(O)CN2CCC(Cc3ccccc3)CC2)c1 (centres undefined)	-3	19%	-3%	-7%	-0.3	-1%	1%	-3%
Cc1ccc(C(=O)Sc2cccccc2=O)cc1	-27	-80%[inhibitor]	6%	-24%	-1.1	2.7µM*	-18%[57.1 µM]	20%
O=C(COc1ccccc1)Nc1ccccc1N1CCCCC1	-2	-18%	-11%	25%	-1.1	-4%	1%	5%
Cc1ccc(-c2nc(CS(=O)CC(=O)NC3CCCCC3)c(C)o2)cc1 (centres undefined)	-1	7%	17%	12%	-3.4	-16%	4%	-12%
N#Cc1c(-c2ccco2)cc(-c2cccnc2)nc1N	·	-3%	-17%	?	2.3	-12%	-13%[57.1 µM]	3%
Cn1c(=O)c2c(SCC(=O)N3CCCCC3)nc(-c3ccccc3F)nc2n(C)c1=O	0	-8%	1%	-5%	-0.3	-3%	-8%	-26%
CN(C(=O)COc1ccccc1)c1nnc(C23CC4CC(CC(C4)C2)C3)s1	-7	0%	11%	-4%	-3.8	-4%	3%	-4%
COc1ccc(/C=N\Nc2ccccn2)c(OC)c1	1	-3%	-23%	-7%	0.4	-1%	-7%	9%
COc1cccc(NS(=O)(=O)c2c(C(=O)N3CCCCCC3)c(C)n(C)c2C)c1	-2	-6%	7%	-3%	-1.2	5%	5%[57.1 µM]	-6%

Whole records as entered above. Order of screens: PI5P4Ka inh	Abeta yeast res	EPAC1 antag	FUS yeast rescue	IL-2 act	PLK1 PBD block	WRN inhibitor	EPAC1 agonist
N#Cc1c(-c2ccco2)cc(-c2cccnc2)nc1N as listed: ·	-3%	-17%	?	2.3	-12%	-13%[57.1 µM]	3%
Cc1ccc(C(=O)Sc2cccccc2=O)cc1 as listed: -27	-80%[inhibitor]	6%	-24%	-1.1	2.7µM*	-18%[57.1 µM]	20%
CCCCC(=O)NC1(C(F)(F)F)C(=O)N(CC(C)C)C2=C1C(=O)CC(C)(C)C2 (centres undefined) as listed: ·	9%	7%	17%	0.0	1%	2%	-5%
O=C(NC(=O)N1CCCCCC1)c1ccc(Cl)cc1 as listed: 1	-12%	-9%	7%	-1.7	-4%	1%	10%

Additional records follow.
SMILES	PI5P4Ka inh	Abeta yeast res	EPAC1 antag	FUS yeast rescue	IL-2 act	PLK1 PBD block	WRN inhibitor	EPAC1 agonist
O=C(NC1CC1)C1=C[C@@H](c2c[nH]c3ccccc23)C[C@@H](OCc2ccc(CO)cc2)O1	-51*	-5%	-22%	22%	-0.7	-22%	-2%	-16%
CC(=O)Nc1nc(-c2ccc3ccccc3c2)cs1	5	-10%	-16%	20%	-7.9	2%	5%	-1%
Cc1cc(NC(=O)c2ccccc2)ncc1NC(=O)c1cccs1	8	2%	7%	-29%	-0.2	2%	-1%	-13%
CCn1cc(CNC(=O)c2cc([N+](=O)[O-])c(C)c([N+](=O)[O-])c2)cn1	3	1%	4%	11%	0.5	-16%	-11%[57.1 µM]	-4%
O=C(NCCc1ccccc1)c1cc(S(=O)(=O)N2CCCC2)ccc1F	1	15%	13%	10%	-2.9	0%	-3%	2%
Cc1ccc(-c2n[nH]c(=S)n2/N=C/c2ccc(C(=O)O)cc2)cc1	-9	2%	-7%	14%	-0.5	-14%	-6%	-2%
CCOc1ncccc1C(=O)OCC(=O)N(CC(C)C)C1CCS(=O)(=O)C1 (centres undefined)	-4	-9%	-11%	-3%	-0.4	-2%	10%	-7%
O=C1OCC/C1=C\c1ccc2c(c1)OCO2	0	2%	-5%	6%	0.2	-17%	4%	5%
CC1=CC(C)C(C(=O)O)C(C(=O)O)C1 (centres undefined)	·	-5%	9%	21%	-2.2	-4%	-5%	5%
CCCn1c(SCc2ccccc2)nc2c1c(=O)[nH]c(=O)n2C	-10	2%	-11%	1%	0.5	?	-32%	13%
CC(C(=O)NCCN1C(=O)S/C(=C\c2cccnc2)C1=O)N1C(=O)c2ccccc2C1=O (centres undefined)	2	2%	-22%	4%	0.9	-18%	-1%	6%
COc1ccccc1C=NC(CO)C(O)c1ccc([N+](=O)[O-])cc1 (centres undefined)	5	-4%	-3%	-32%	0.6	-6%	-26%	12%
Cc1cc(C)n(CCNC(=O)CC2C(=O)NCCN2Cc2ccc(C)o2)n1 (centres undefined)	3	-2%	32%[activator]	-1%	-0.1	-12%	3%	2%
CN(CC(=O)Nc1cccc2c1CCCC2)S(=O)(=O)c1ccc(Br)cc1	·	1%	7%	23%	-1.9	2%	-15%	1%
Cc1cc(C)c(S(=O)(=O)N2CCOCC2)cc1C	-9	-6%	7%	-3%	-0.6	11µM*	-23%	11%
Cc1csc(SCC(=O)NC(=O)NCc2ccccc2)n1	·	5%	-25%	31%	0.1	-9%	4%	3%
N#CCC(CNc1ncc(C(F)(F)F)cc1Cl)OC(=O)c1ccc(Cl)cc1Cl (centres undefined)	·	30%	-13%	36%	-1.9	-1%	76%[activator][57.1 µM]	10%
O=C(O)CCCCNCc1ccccc1	·	9%	7%	3%	-2.4	-7%	-6%	9%
Cc1ccc(NC(=O)/C=C\C(=O)NCC(=O)O)cc1	4	9%	2%	-14%	-0.6	0%	0%	5%

High-throughput results (PubChem BioAssay)
